Assay outcomes from PubChem BioAssay.
MITF primary: inhibitors of human MITF; hit rate 0.91% among 650,000; AlphaScreen MITF homodimerization, bead proximity signal; AID 1259374; O75030; inhibition, % at 2.6 µM; in the data active means inhibition above about 50%;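 further: 0% = vehicle wells with protein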
Target sequence (O75030 whole entry, looked up): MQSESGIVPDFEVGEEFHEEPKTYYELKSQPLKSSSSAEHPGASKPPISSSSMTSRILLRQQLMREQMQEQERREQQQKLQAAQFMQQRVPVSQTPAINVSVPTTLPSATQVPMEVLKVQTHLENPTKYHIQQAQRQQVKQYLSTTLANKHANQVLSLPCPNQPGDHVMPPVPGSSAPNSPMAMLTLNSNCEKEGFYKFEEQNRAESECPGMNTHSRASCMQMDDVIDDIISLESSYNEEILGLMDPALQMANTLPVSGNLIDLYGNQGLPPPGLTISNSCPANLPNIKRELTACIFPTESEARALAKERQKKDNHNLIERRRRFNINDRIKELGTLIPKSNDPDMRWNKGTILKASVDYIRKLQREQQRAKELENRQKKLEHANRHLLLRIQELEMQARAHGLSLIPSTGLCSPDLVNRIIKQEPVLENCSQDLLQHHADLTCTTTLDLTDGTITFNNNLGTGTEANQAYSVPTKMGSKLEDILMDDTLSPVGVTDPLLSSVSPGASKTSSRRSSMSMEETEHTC
FBW7 activator: activators of human E3 ligase FBW7; Q969H0; AlphaScreen FBW7–phospho-cyclin E peptide binding, activator screen; normalized activity (activation), % at 26.1 µM; hit rate 0.13% among 650,000; AID 1259310; in the data active means normalized activity above about 1.9%;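 further: purified mutant Fbw7 with reduced substrate affinity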
TEAD-YAP inh: TEAD-YAP interaction inhibition; HEK-TIYL cells, TEAD-Gal4/YAP UAS-luciferase luminescence; inhibition, % at 9.12 µM; hit rate 1.4% among 640,000; AID 1259422; in the data active means inhibition above about 32%;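 further: 0% = median of test compound wells and 100% = reference inhibitor wells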
GPR151 ag: activates the human receptor GPR151; hit rate 1% among 650,000; Q8TDV0; PathHunter beta-arrestin GPR151 cells, luminescence; activation, % at 11.2 µM; in the data active means activation above about 4.9%;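 further: 0% = median of compound wells and 100% = cells with positive control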
Target sequence (Q8TDV0 whole entry, looked up): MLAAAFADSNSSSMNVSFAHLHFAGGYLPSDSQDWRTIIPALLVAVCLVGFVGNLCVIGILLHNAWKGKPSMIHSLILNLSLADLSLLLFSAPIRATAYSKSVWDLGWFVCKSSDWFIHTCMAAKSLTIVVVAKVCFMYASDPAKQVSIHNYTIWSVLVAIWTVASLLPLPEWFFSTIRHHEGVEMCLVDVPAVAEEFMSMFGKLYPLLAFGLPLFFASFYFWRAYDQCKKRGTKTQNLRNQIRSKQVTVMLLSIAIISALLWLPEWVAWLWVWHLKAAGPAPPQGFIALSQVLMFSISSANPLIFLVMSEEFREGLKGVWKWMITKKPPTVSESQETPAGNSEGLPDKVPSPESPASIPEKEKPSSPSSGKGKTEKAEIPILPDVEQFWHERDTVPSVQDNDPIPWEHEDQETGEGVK
An asterisk follows results filed as active; / = not tested or not shown; & = joins results of further samples.

smiles	MITF primary	GPR151 ag	FBW7 activator	TEAD-YAP inh
Cc1ccc2nc(-c3ccncc3)cc(C(=O)Nc3sccc3C#N)c2c1	16	-0.2	0.2	-2
O=C(NCCCc1ccncc1)C1CC12CCN(C(=O)Cc1ccccc1Cl)CC2 (centres undefined)	8	1.9	0.0	14
CCOc1cc(C2C(C#N)=C(N)Oc3n[nH]c(-c4ccc(Cl)cc4Cl)c32)cc(Br)c1OC(=O)c1cccs1 (centres undefined)	-7	-0.6	0.5	-1
CCN(C(=O)CSC1=NCCS1)c1ccccc1	9	-0.1	0.4	3
Cc1cc(C)c(NC(=O)C(C)Sc2nnc(-c3cccc(F)c3)n2-c2ccccc2)c(C)c1 (centres undefined)	10	1.1	0.0	6
NC(=O)CSc1nc2sc3c(c2c(=O)n1CCc1ccccc1)CCCC3	3	0.1	0.1	11
C=CCOC(=O)C1=C(C)NC(C)=C(C(=O)OCC=C)C1c1cn(-c2ccccc2)nc1-c1ccc(Br)cc1	-7	5.0*	0.9	-4
COC(=O)c1ccc(OCC2c3cc(OC)c(OC)cc3CCN2C(=O)CCC2CCCCC2)cc1 (centres undefined)	0	-0.5	-0.2	-5
COc1ccc(-c2nc3cnccn3c2NCc2cccs2)c(OC)c1	-3	2.4	0.1	0
Cc1ccccc1CN1C(=O)C(O)(CC(=O)c2ccccc2)c2ccccc21 (centres undefined)	13	0.4	0.9	-1
CCC(=O)c1ccc(OCc2ccccc2)c(OC)c1	8	-1.3	0.1	-39
Cc1ccccc1C(=O)Nc1ncc(S(=O)(=O)c2ccc([N+](=O)[O-])cc2)s1	-5	0.6	-0.2	-1
Cc1ccc2c(c1)/C(=C/c1ccc(F)cc1)C(=O)N2	5	1.0	-0.1	-7
O=C(O)c1cc(Cl)cc(Cl)c1OC(F)F	-11	-0.8	-0.1	7
O=C(N/C(=C/c1cccc2ccccc12)C(=O)N1CCCCC1)c1ccccc1	-13	0.5	-0.2	-7
CCOC(=O)c1ccc2nc(NC(=O)CC)sc2c1	-1	3.1	-0.1	-64
C=CCSc1nnc2c(n1)OC(/C=C/c1ccccc1)N(C(C)=O)c1ccccc1-2 (centres undefined)	5	-0.4	0.1	-6
CC(=O)C1=C(O)C(=O)N(c2nc3ccccc3s2)C1c1ccccc1Cl (centres undefined)	42	0.6	0.3	-75
COc1ccc(/C(O)=C2/C(=O)C(=O)N(CCCO)C2c2ccc(N(C)C)cc2)cc1 (centres undefined)	-18	0.4	0.3	9
Cc1noc(C)c1S(=O)(=O)N1CCN(C2CCCC2)CC1	0	0.3	0.1	0
NS(=O)(=O)c1ccc2oc3ccc(S(N)(=O)=O)cc3c2c1	-5	-1.5	0.0	-8
CCCCC(C)(C)[C@H](O)/C=C/[C@H]1C=CC(=O)[C@@H]1C/C=C\CCCC(=O)O	-4	13*	/	/
Cn1cnnc1SCC(=O)NC(c1ccccc1)c1ccccc1	14	-1.7	0.3	-1
COc1ccc(-c2c(Nc3ccc(C)c(F)c3)c(=O)c2=O)cc1	79*	-1.0	0.7	-11
CCN1CCN(c2cc(Nc3cccc(OC)c3)c3c4c(onc24)-c2ccccc2C3=O)CC1	42	-2.0	-0.6	0
COc1ccc(-n2c(N)cc(=O)nc2SC)cc1	4	-0.6	0.0	7
CCOc1ccc(C(O)c2cnc(C(C)C)n2C)cc1 (centres undefined)	8	-0.2	-0.1	5
COc1ccc(-c2noc(CNC(=O)c3ccccc3-c3ccccc3)n2)cc1	2	1.4	0.0	8
COCCn1c(C)cc(C(=O)COC(=O)c2cccc(O)c2)c1C	-6	-11	-0.1	62*
O=C(CSc1nc(=O)n(CC2CCCO2)c2c1CCCC2)N1CCCc2ccccc21 (centres undefined)	-1	0.5	-0.2	5

Compounds from the list above containing four or more nitrogen atoms:
smiles	MITF primary	GPR151 ag	FBW7 activator	TEAD-YAP inh
Cc1ccc2nc(-c3ccncc3)cc(C(=O)Nc3sccc3C#N)c2c1	16	-0.2	0.2	-2
CCOc1cc(C2C(C#N)=C(N)Oc3n[nH]c(-c4ccc(Cl)cc4Cl)c32)cc(Br)c1OC(=O)c1cccs1 (centres undefined)	-7	-0.6	0.5	-1
Cc1cc(C)c(NC(=O)C(C)Sc2nnc(-c3cccc(F)c3)n2-c2ccccc2)c(C)c1 (centres undefined)	10	1.1	0.0	6
COc1ccc(-c2nc3cnccn3c2NCc2cccs2)c(OC)c1	-3	2.4	0.1	0
C=CCSc1nnc2c(n1)OC(/C=C/c1ccccc1)N(C(C)=O)c1ccccc1-2 (centres undefined)	5	-0.4	0.1	-6
Cn1cnnc1SCC(=O)NC(c1ccccc1)c1ccccc1	14	-1.7	0.3	-1
CCN1CCN(c2cc(Nc3cccc(OC)c3)c3c4c(onc24)-c2ccccc2C3=O)CC1	42	-2.0	-0.6	0

Next section.
smiles	MITF primary	GPR151 ag	FBW7 activator	TEAD-YAP inh
Cc1ccc(C(=O)CN(C(=O)c2ccc(Cl)cc2)N2C(=O)CCCC2=O)cc1	-4	-0.1	-0.1	-6
O=C(NC(=S)Nc1ccccc1C(=O)O)c1cncc(Br)c1	17	-0.9	0.1	6
CCN(CC(=O)NCCCOC)S(=O)(=O)c1ccc(Cl)cc1	13	-1.4	0.8	14
OCCn1c(SCCOc2ccc(Cl)cc2)nc2ccccc21	-6	1.8	0.0	-11
O=S(=O)(c1ccc(Cl)cc1)N1CCN(Cc2ccccc2C(F)(F)F)CC1	-2	-0.1	0.2	-13
CC(=O)C1=NN(c2ccccc2C)C2C(=O)N(c3cccc(Cl)c3)C(=O)C12 (centres undefined)	13	0.6	0.7	7
COc1cc(C(=O)Nc2nc3c(ccc4ccccc43)s2)cc(OC)c1OC	4	0.3	0.2	4
Cc1ccc([N+](=O)[O-])cc1NC(=O)C1C2CC/C=C\CCC21 (centres undefined)	6	0.1	-0.1	-3
CC(=O)NCCC(=O)Nc1ccc(C(C)=O)cc1	25	-2.6	0.0	-3
CC(CC(C)(C)N1CCCCC1)OC(=O)C(C)(C)C (centres undefined)	-5	-0.9	-0.3	1
COc1ccccc1C(=O)CSc1nccn1C	-12	-1.8	-0.2	-19
N#CC1=C(N)Oc2[nH]c(=O)[nH]c(=O)c2C1c1ccc(F)cc1 (centres undefined)	3	1.9	-0.5	-7
Cc1ccc(S(=O)(=O)NCC(Nc2cccc(Cl)c2)c2ccccc2)cc1 (centres undefined)	12	2.0	0.1	-5
CCC(=O)Nc1ccc(C(=O)Nc2ccc(C(C)=O)cc2)cc1	7	-0.4	0.0	-2
COC(=O)C1=CN(C)C=C(C(=O)OC)C1c1cccc(OC)c1OC(C)C	2	1.1	-0.1	1
Fc1cccc(Cl)c1Cc1noc(/C=C/c2ccc(Br)cc2)n1	-3	-2.4	0.9	-4
CC(=O)c1cccc(N/C=C/[N+](=O)[O-])c1	18	-0.1	0.0	7
C[C@@H]1CN(C(=O)C2CC23CCN(Cc2cn(C)c4ccccc24)CC3)C[C@H](C)O1 (some centres undefined)	15	0.2	0.2	6
COc1ccc(N(CC(=O)N2CCN(C)CC2)S(=O)(=O)c2ccc(F)cc2)cc1	-12	-0.2	0.2	-4
Cc1ccc(NC(=O)C(c2ccc([N+](=O)[O-])cc2)N2CCOCC2)cc1 (centres undefined)	12	-0.9	0.1	-32
CCCC1(C2CCN(Cc3c[nH]c4ccccc34)CC2)NC(=O)N(CC2CCCO2)C1=O (centres undefined)	-4	2.6	0.0	-11
C[C@@H]1NC(=O)[C@@H]2C[C@H](NC(=O)Nc3ccc(Cl)cc3Cl)CN2C1=O	22	-0.5	0.1	7
CCN1CCc2c(sc(NC(=O)Cc3ccc(Cl)cc3)c2C(=O)OC)C1	24	0.4	0.0	-3
O=C(Nc1sc2c(c1C(=O)NCCCO)CCCC2)c1ccco1	-41	-0.2	-0.1	13
COc1ccc(/C(O)=C2\C(=N)N(c3cc(OC)ccc3OC)C3=C(C(=O)CC(C)(C)C3)C2c2ccc3c(c2)OCO3)cc1 (centres undefined)	-9	0.1	0.0	2
O=C(CCCc1ccccc1)Nc1cccc(N2CCC(NCCN3CCNC3=O)CC2)c1	-16	-0.5	-0.1	-6
CSc1cc(C)c2c(c1)COC1(CCN(C(=O)CC(C)(C)CC(=O)O)CC1)O2	15	-0.6	0.3	-2
O=C1C=CC(=NS(=O)(=O)c2cc(Cl)ccc2Cl)C=C1	5	-0.4	0.1	2
Cc1[nH]c2ccccc2c1/C=N/NC(=S)NC(C)C	9	-1.4	-0.1	-3
Cc1ccccc1NC(=O)NC1(C(=O)N2CCOCC2)CCCCC1	9	-0.2	0.2	-2
CCN(CC)S(=O)(=O)c1csc(C(=O)Nc2ccccc2C(=O)O)c1	18	-0.7	0.7	-4
O=C(NCc1ccccc1)c1cnc(Nc2ccncc2)s1	8	0.2	0.1	-5
CN(C)S(=O)(=O)c1ccc(NC(=O)C(c2ccccc2)c2ccccc2)cc1	5	-0.4	-0.1	10
COc1cccc(N2C(=O)CN(C(=O)c3ccccc3)CC2C)c1 (centres undefined)	-1	-0.7	0.0	9
CCc1cc2c(=O)c(-c3ccc(F)cc3)coc2cc1O	8	-1.7	0.6	-44
CC(C)(C)n1ncc2c(=O)n(Cc3cccc([N+](=O)[O-])c3)cnc21	5	-0.9	-0.1	18
CCS(=O)(=O)N(C)[C@H]1c2cc(C#N)ccc2OC(C)(C)[C@@H]1O	-18&1	0.6&0.0	0.1&-0.1	/
Cc1ccc2occ(CN3CCC4(CC3)CC4C(=O)N3C[C@@H](C)O[C@@H](C)C3)c(=O)c2c1 (some centres undefined)	8	-0.3	-0.1	4
COc1ccc(CN2CCc3nnc(CNC(=O)c4ccccn4)n3CC2)c(O)c1	-1	1.8	-0.1	-1
Cc1ccc(OCCNCCO)c(Br)c1	9	-1.3	-0.1	10
O=C(NC1CCCCC1)c1ccc(NC(=O)c2ncn[nH]2)cc1	2	1.0	-0.2	-14
COc1ccc2nc(C)cc(Nc3ccc(Cl)cc3)c2c1	13	1.3	0.1	30
Cc1[nH]c2c(ccc3ccccc32)c(=O)c1CN1CC(C)OC(C)C1 (centres undefined)	13	-0.1	0.4	8
O=C(NC(=S)Nc1ccc(Cl)c(-c2nc3ccccc3s2)c1)c1cc2ccccc2o1	-3	1.1	0.0	-11
Cc1ccccc1Cn1cc(SCC(=O)Nc2nccs2)c2ccccc21	-1	1.7	-0.2	-56
O=C(Nc1nc(-c2ccc(Br)cc2)cs1)c1ccc(S(=O)(=O)N2CCOCC2)cc1	-2	0.0	0.0	9
O=C(NCc1ccncc1)C1CCN(C(=O)c2ccc([N+](=O)[O-])cc2)CC1	10	0.6	-0.1	3
CCCCN(C)S(=O)(=O)c1ccc(C(=O)Nc2sc3c(c2C(=O)OCC)CCN(C(=O)OCC)C3)cc1	8	-0.2	0.1	15
NC(=S)c1cc2ccccc2oc1=Nc1ccccc1	-1	0.3	0.0	-41
CC(=O)N(c1cccc(C)c1)C1SC(=O)N(c2cccc(C)c2)C1=O (centres undefined)	0	0.0	-0.1	4
COc1cc(S(=O)(=O)N2CCN(c3ccccc3C)CC2)ccc1Br	15	2.5	0.1	-8
COc1ccc(OC(=O)NC(=O)CCBr)cc1	-1	1.5	0.1	8
c1ccc(-n2ncc3c(NCC4CCCO4)nnnc32)cc1 (centres undefined)	3	-1.0	-0.2	-53
COc1cccc(-c2cc3nc(C)cc(N4CCOCC4)n3n2)c1	6	1.1	0.8	7
COc1ccc(Br)cc1C1=N/C(=C\c2cccs2)C(=O)O1	8	0.6	0.0	1
CC(C)CCn1c(CN2CCc3ccccc3C2)nc2c1c(=O)n(C)c(=O)n2C	20	-0.5	0.5	-5
O=C(C1c2ccccc2Oc2ccccc21)N1CCN=C1SCc1cccnc1	10	-0.8	1.2	15
CCn1c2ccccc2n2c(=O)n(CC(=O)N3CCCCC3)nc12	-1	4.0	-0.2	4
O=C(CN1CCOCC1)Nc1nnc(SCC(=O)N(c2ccccc2)c2ccccc2)s1	17	2.6	0.1	9
CCCCNCCOCCOc1ccc2ccccc2c1	50	-0.4	0.2	-10

Next structures follow:
smiles	MITF primary	GPR151 ag	FBW7 activator	TEAD-YAP inh
COc1ccc(-c2nc(CCNS(=O)(=O)c3cccs3)cs2)cc1OC	6	0.5	0.1	0
COc1ccc(C(=O)CC(=O)C(F)(F)F)cc1	-7	0.0	0.0	4
Cc1ccc(OCC(=O)NCC(C)NC(=O)COc2ccc(C)cc2)cc1 (centres undefined)	0	-0.7	-0.3	3
CCN(CC)CCCNC(=O)c1cc(Sc2ccccc2Cl)nc2ccccc12	0	0.3	-0.1	-3
CC(=O)C(=Cc1cc(C)n(CC(F)(F)F)c1C)C(C)=O	3	-0.7	0.0	-6
Cc1cccc(N2C(=O)c3ccc(C(=O)Nc4cccc(N)c4)cc3C2=O)c1	6	0.3	0.1	5
CCCS(=O)(=O)c1c(S(=O)(=O)CCC)c2c(N)cccn2c1C(=O)c1ccc(C)cc1	4	-0.1	-0.1	-1
Cc1nn(CC(=O)c2ccc(C3CCCCC3)cc2)c(=O)c(C#N)c1C	4	-2.5	0.0	3
Cc1cc(N2C(=O)CSC2c2cccc(Oc3ccccc3)c2)ccc1Br (centres undefined)	-18	-1.7	0.0	-2
COc1cccc2cc(-c3csc(NC(=O)CCC(=O)NCCc4ccccc4Cl)n3)c(=O)oc12	14	-0.9	0.5	-17
